# HEK293 tox: kills HEK 293 cells; HEK 293 viability, ATP luminescence (CellTiter-Glo), 48-72 h; Potency, µM (titrated, usually from 115 µM), for the others: at the top dose activity change, negative = cytotoxicity, usual class: inhibitors; actives 6.6% (n = 94,000); AID 1345083; note: potency is the fitted concentration of half-maximal effect; nearly all actives have a fitted effect of over 60% in size
#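 CellTiter-Glo luminescence (cellular ATP) was read after 48 or 72 hr of compound exposure at 37 degree Celsius. Cells were HEK 293 plated at 250 cells/well.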
# SNCA expr inh: inhibitors of alpha-synuclein (SNCA) gene expression. HEK-293 SNCA-luciferase knock-in, luminescence, 24 h. Potency, µM (highest dose often 57.2 µM), inactives show at the highest dose activity change, negative = inhibition, actives largely listed as inhibitors. actives 0.17% (n = 140,000). AID 1671194;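 note: potency is the fitted concentration of half-maximal effect; plate controls were DMSO cells for no effect and cell-free wells for full effect; nearly all actives have a fitted effect of over 45% in size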
# IP6K1 inhibitor: inhibitors of human IP6K1 | activity change, % (series mostly up to about 58 µM) | actives 0.81% (n = 140,000) | IP6K1 kinase, ADP-Glo luminescence, 2 h; hits give low values | Q92551; in the data active = activity change below about -25%
# Target sequence (Q92551 whole entry, looked up): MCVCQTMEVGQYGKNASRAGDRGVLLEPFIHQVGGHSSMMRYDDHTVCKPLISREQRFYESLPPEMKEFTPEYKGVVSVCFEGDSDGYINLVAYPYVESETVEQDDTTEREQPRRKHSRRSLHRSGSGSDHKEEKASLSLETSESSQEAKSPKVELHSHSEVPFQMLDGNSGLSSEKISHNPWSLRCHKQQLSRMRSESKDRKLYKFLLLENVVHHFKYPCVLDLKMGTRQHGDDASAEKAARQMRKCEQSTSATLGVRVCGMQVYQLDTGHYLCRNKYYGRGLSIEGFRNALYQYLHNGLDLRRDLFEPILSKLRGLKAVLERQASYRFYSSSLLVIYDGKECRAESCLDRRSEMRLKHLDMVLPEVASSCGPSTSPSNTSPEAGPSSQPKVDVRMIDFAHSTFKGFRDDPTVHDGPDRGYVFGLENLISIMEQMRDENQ
#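 ADP-Glo luminescence measures ADP made by human IP6K1 during a 2 h RT reaction with ATP/IP6 (mix at 1.3 mM/130 uM); top library doses 57.5 and 19.1 uM final.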
# GPT2 inhibitor: GPT2 alanine aminotransferase inhibition. actives 0.25% (n = 100,000). Recombinant GPT2, coupled pyruvate oxidase/HRP Amplex Red fluorescence. Potency, µM (highest dose often 57.7 µM), for the others: at the top dose activity change, negative = inhibition, actives largely listed as inhibitors. Q8TD30; note: potency is the fitted concentration of half-maximal effect; nearly all actives have a fitted effect of over 60% in size; many of its hits are not listed in these tables
#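 Fluorescence read-out: pyruvate from GPT2 turnover coupled to pyruvate oxidase, HRP and Amplex Red (0.2mM ThPP, 0.2U/mL PO and HRP, 50uM Amplex final). Substrates 250uM a-KG, 2mM L-alanine; enzyme 10ng/uL; 30 min RT.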
# 3T3 cytotox: cytotoxic compounds in NIH 3T3 cells; NIH 3T3 viability, CellTiter-Glo ATP luminescence, 48-72 h; Potency, µM (series often up to 96.7 µM), for inactives: at the top dose activity change, negative = cytotoxicity, usual class: inhibitors; actives 4.3% (n = 94,000); note: potency is the fitted concentration of half-maximal effect; nearly all actives have a fitted effect of over 55% in size
#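 ATP-dependent luminescence (CellTiter-Glo) served as the viability signal for NIH 3T3 cells treated with compound for 48 or 72 hr at 37 °C.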
# HEK293 viab: cell viability loss counter-screen; Potency, µM (titrated, usually from 57.1 µM), for inactives: at the highest dose activity change, negative = cytotoxicity, most hits filed as cytotoxic; actives 0.12% (n = 150,000); AID 1671193; HEK-293-SNCA-luc viability, GF-AFC fluorescence, 24 h;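 note: potency is the fitted concentration of half-maximal effect; 0% = DMSO-treated cells and -100% = medium-only wells without cells; nearly all actives have a fitted effect of over 30% in size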
#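 HEK-293-SNCA-luc cells (1500/well) plated 24 h, then exposed 24 h to a dilution series; GF-AFC added 30 min at 37C, fluorescence 405/540 nm; normalised to medium-only and DMSO wells, Hill fit.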
# FLuc inh: inhibitors of firefly (Photinus pyralis) luciferase. P08659. Potency, µM (highest dose often 115 µM), for the others: at the highest dose activity change, negative = inhibition, actives largely listed as inhibitors. actives 2.5% (n = 76,000). purified P. pyralis luciferase, luminescence, biochemical. AID 1347043; note: potency is the fitted concentration of half-maximal effect; nearly all actives have a fitted effect of over 65% in size
# Target sequence (P08659 whole entry, looked up): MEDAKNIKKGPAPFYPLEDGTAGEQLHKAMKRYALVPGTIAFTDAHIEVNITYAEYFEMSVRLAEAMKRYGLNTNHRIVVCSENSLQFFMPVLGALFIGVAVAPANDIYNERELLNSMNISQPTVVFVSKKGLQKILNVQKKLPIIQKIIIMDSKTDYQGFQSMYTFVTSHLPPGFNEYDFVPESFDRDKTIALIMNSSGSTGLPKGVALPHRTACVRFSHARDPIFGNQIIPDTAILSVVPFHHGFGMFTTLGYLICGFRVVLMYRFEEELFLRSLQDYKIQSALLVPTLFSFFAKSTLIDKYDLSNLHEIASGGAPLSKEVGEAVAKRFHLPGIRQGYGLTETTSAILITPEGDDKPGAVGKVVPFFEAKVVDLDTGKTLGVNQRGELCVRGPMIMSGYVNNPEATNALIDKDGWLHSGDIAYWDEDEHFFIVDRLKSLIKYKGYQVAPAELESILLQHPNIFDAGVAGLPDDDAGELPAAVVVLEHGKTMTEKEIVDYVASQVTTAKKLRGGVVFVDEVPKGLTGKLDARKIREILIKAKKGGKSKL
#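 Luminescence read by CCD imager after adding enzyme (10nM final) to wells holding compound, titrated in qHTS. Substrates 10uM each D-luciferin and ATP; buffer 50mM Tris acetate pH 7.5, 10mM Mg acetate, Tween-20, BSA.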
# An asterisk follows results filed as active; i = inactive; ? = inconclusive; / = no result given; [ ] = another dose, or the depositor's remark. Unless noted, calls come from the whole dose curve; as a rule, active = well fitted curve in the direction sought with a large enough effect; inconclusive = small, poorly fitted or top-dose-only effect, or another doubt; inactive = no such curve, though single readings can be large; an effect the other way counts as inactive or inconclusive. Unless noted, % is set by controls: 0 for no effect and ±100 for the full control effect.
Structure,HEK293 tox,SNCA expr inh,IP6K1 inhibitor,GPT2 inhibitor,3T3 cytotox,HEK293 viab,FLuc inh
COc1cccc(CN2CC[C@H]3COC(=O)N3c3cc(F)ccc3C2)c1,?,10%[87.6 µM],-3,0%[88.5 µM],-13%[174 µM],-8%[87.6 µM],1%[172 µM]
COCCN(C)C(=O)c1ccc2c(c1)NC(C)(COc1ccc3[nH]ccc3c1)CO2 (stereo not drawn),?,37%[activator][87.6 µM],-11,i,-12%[138 µM],-2%[87.6 µM],9%[172 µM]
CC1CCN(S(=O)(=O)c2ccc(C(=O)Nc3nc4ccc(F)cc4s3)cc2)CC1,/,19%,-9,/,/,2%,/
O=C(c1nccc2ccccc12)N1CCc2c(nc3cc(-c4ccccc4)[nH]n3c2=O)C1,11%,-6%,19,0%,i,4%,?
CCOc1ccc2c(c1)c(=O)c(C(=O)c1ccc(CC)cc1)cn2CC(=O)Nc1ccccc1C,/,-10%,-9,/,/,0%,/
COc1ccc(C(=O)N2CCC3(CC(c4cccc(C(F)(F)F)c4)=NO3)C2)cc1 (stereo not drawn),?,-7%,0,?,?,-19%,/
O=C(NCCc1noc(-c2ccccc2)n1)C1CCCC1,-12%,33%[activator],28,-11%,-10%,-1%,-8%
COCCn1c(SCC(=O)c2c[nH]c3ccccc23)nc2cc(C(=O)NCC(C)C)ccc2c1=O,/,19%,-7,/,/,2%,/
Cc1ccc(CNC(=O)CN(c2cc(C)cc(C)c2)S(=O)(=O)c2c(C)[nH]c(=O)[nH]c2=O)cc1,/,?,-21,/,/,2%,/
COc1ccc(C(=O)N2CCC3(CC2)OC(=O)N(Cc2ccccc2)C3(C)c2cccnc2)cc1 (stereo not drawn),i,5%,-3,-12%,?,-13%,2%
Cc1ccc(S(=O)(=O)CC(=O)Nc2sc3c(c2C(N)=O)CCCC3)cc1,/,0%,31,/,/,-20%,/
COCC(=O)N1CCCC(C(=O)NCc2nncn2C2CCCCC2)C1 (stereo not drawn),-11%,13%,0,-12%,-19%,7%,0%
CCCNC(=O)N1CCCN(C(=O)C2CC2)C(c2ccccc2)CC(=O)NCC1 (stereo not drawn),-4%,6%,4,i,-22%,?,-4%
O=C1c2cc(N3CCOCC3)nc(-c3ccc(CO)cc3)c2CN1Cc1ccccc1,-10%[172 µM],-7%[87.6 µM],25,-10%[88.5 µM],?,5%[87.6 µM],3%[172 µM]
Cc1nc2cccnc2n1CC1CCCN(S(=O)(=O)Cc2ccccc2Cl)C1 (stereo not drawn),?,-9%,-7,i,?,-14%,-10%
COc1cccc(-c2ccc(CN3CCCC(NC(=O)C4CC4)C3)cc2)c1 (stereo not drawn),35µM*,/,-1,/,?,/,/
O=C(c1cccc(OC(F)F)c1)N1CC[C@H](N2CCOCC2)[C@H](CCCO)C1,-6%,4%,10,0%,-3%,1%,2%
Cc1cc(C)cc(-c2ccc(CN3CCCC(NC(=O)c4ccc(Cl)nc4)C3)cc2)c1 (stereo not drawn),?,-3%,4,5%,-12%,9%[12.5 µM],/
CCC(C)C(=O)O[C@H]1[C@H](O)[C@@]2(COC(C)=O)C(CC1(C)C)C1=CCC3[C@@]4(C)CC[C@H](O[C@@H]5O[C@H](C(=O)O)[C@@H](O)[C@H](O)[C@H]5O)[C@@](C)(CO)C4CC[C@@]3(C)[C@]1(C)C[C@@H]2O (stereo partly drawn),/,/,4,4%[17.1 µM],/,-38%[12.5 µM],/
Fc1ccc(C(Nc2ccc(Cl)c(C(F)(F)F)c2)c2nnc(-c3ccccc3)o2)cc1 (stereo not drawn),/,-29%,21,/,/,-2%,/
COCCNC(=O)c1ccc2c(c1)N(C)C(CC(=O)N1CCCCC1)CO2 (stereo not drawn),-15%,-3%,3,i,-27%,8%,-5%
O=C1CCCN1CCCN1C(=O)[C@H]2CN(Cc3ccc(Cl)cc3)C[C@H]2C1=O,-16%,?,-2,i,-15%,-4%,3%
Cc1ccc(C2Cn3nnc(-c4noc(-c5ccccc5)n4)c3CO2)cc1 (stereo not drawn),10%,2%,-9,-2%,i,1%,-15%
CN(Cc1cnccn1)c1ccc(-c2nc(CCCc3ccccc3)no2)cn1,-22%,125%[activator],13,-7%,-29%,-1%,?
Cc1ccsc1CN1CCCCC12Cc1ccccc1CNC2=O (stereo not drawn),32µM*,-4%,5,i,?,-22%,/
CCn1ccc(C(=O)N2CCC3(CC2)CCC3(O)CC)n1 (stereo not drawn),i,6%,-6,-37%,1%,-1%,-8%
COc1ccc(-n2c(SCC(=O)N3CCCc4ccccc43)nc3c([nH]c4ccccc43)c2=O)cc1,/,-5%,-9,/,/,0%,/
CC(C)(O)c1ccc2c(c1)C(=O)CC1[C@](C)(CO)CCC[C@]21C (stereo partly drawn),/,/,-21,-37%[27.3 µM],/,-25%,/
O=C(NCc1ccc(C(F)(F)F)cc1)[C@@H]1CCCN1c1nccc(Nc2ccccc2Cl)n1,?,-23%,-1,-10%,?,-5%[12.5 µM],/
Cc1ccc(C(=O)Nc2ccc3oc(-c4cccnc4)nc3c2)c(Cl)c1,/,20%,-30*,/,/,-1%,/
CCOc1ccccc1CN1CCc2n[nH]c(=O)n2CC1,-11%,-25%,-16,i,5%,-3%,5%
Cc1cccc(OCC(=O)N2CCC(n3cc(-c4nc(-c5ccccc5)no4)nn3)C2)c1 (stereo not drawn),10µM*,10%,-12,i,13µM*,?,?
COc1ccc(C(=O)N2CCN(c3cc(-c4ccc(F)cc4)[nH]n3)CC2)cc1,?,-7%,14,i,?,-9%,6%
Cc1nc2sccn2c(=O)c1S(=O)(=O)Nc1ccc(N2CCN(S(C)(=O)=O)CC2)cc1,/,11%,-3,/,/,-15%,/
O=C(OCc1ccccc1)N1CCC2(C1)C(=NC1CCCC1)NC(=O)N2c1cccnc1 (stereo not drawn),i,-3%,1,i,-10%,-2%,6%
O=C(NCc1ccc(F)cc1)N1CCC(c2noc(-c3ccncc3)n2)C1 (stereo not drawn),-29%,2%,6,i,-14%,8%,-3%
COc1ccc(N2CCN(C(=O)CS(=O)(=O)c3cccc4nsnc34)CC2)cc1,/,3%,-10,/,/,3%,/
CC(C)CN1CCN(C(=O)[C@@H]2CN(S(C)(=O)=O)C[C@H]2c2ccncc2)CC1,-20%,-15%,2,i,-3%,6%,-3%
CC(=O)c1ccc(NC(=O)CSc2nnc3ccc(-c4ccc(Cl)cc4)nn23)cc1,/,27%,-1,/,/,-3%,/
CC(=O)c1ccc(N2CCN(C(=O)c3nnn4c3COC(c3ccc(F)cc3)C4)CC2)cc1 (stereo not drawn),?,2%,-18,-1%,?,-5%,-6%
CCOc1ccc(-n2c(SCC(=O)NC3CCCCC3)nc3c([nH]c4ccccc43)c2=O)cc1,/,18%,-5,/,/,6%,/
COc1ccc(C(=O)Nc2cc3cc(Cl)ccc3oc2=O)cc1OC,/,57%[activator],20,/,/,-21%,/
Cn1cnc(C(=O)N2CCC(OC3CCN(S(C)(=O)=O)CC3)CC2)c1,-8%,18%,-5,-1%,-16%,7%,?
CN1CCN(C(=O)c2ccc(N3CC4CC(C3)[C@H]3CCCC(=O)N3C4)nc2)CC1 (stereo partly drawn),5%,-16%,-3,i,i,-8%,1%
COc1cc(OC)c(NC(=O)N2CCc3cc(S(=O)(=O)N4CCC(C)CC4)ccc32)cc1Cl,/,8%,0,/,/,1%,/
O=C(O)CCn1c(=O)c2cccn2c2cccnc21,/,0%,2,/,/,-2%,/
COc1ccc(CNC(=O)Cc2c(C(=O)O)c(C)cn2C)cc1,/,-7%,3,/,/,-10%,/
O=C(c1ccc2c(c1)OCO2)N1CCC(N2Cc3ccccc3C2=O)CC1,i,-3%,-15,i,-9%,3%,/
C[S+](=O)([O-])NCCNC(=O)c1ccc(-c2cncnc2)cc1,4%[172 µM],/,-6,/,i,/,/
COc1cccc(CNC(=O)c2ccc3nc(-c4cccnc4)oc3c2)c1,-13%,32%[activator],8,-5%,?,11%,/
COCCNC(=O)c1ccc(N2CC3CC(C2)[C@H]2CCCC(=O)N2C3)nc1 (stereo partly drawn),-3%,-25%,8,2%,i,7%,-2%
Cc1sccc1Br,/,-3%[25.6 µM],-10,3%,/,37%[23.9 µM],/
Cc1ccc(OCC(=O)NCCC2CCN(C(=O)Nc3ccc(F)cc3)CC2)cc1,-11%,4%,-5,i,-19%,-3%,-11%
Cn1c(C(=O)N2CCN(c3ccccn3)CC2)nc2nc(-c3ccccc3)c(Cl)cc21,?,?,4,1%[88.5 µM],?,?,-5%[172 µM]
COc1ccc(NC(=O)c2cc(C3CC3)nc3c2c(C)nn3-c2ccc(C)cc2)cc1OC,/,-5%,11,/,/,6%,/
COCCn1c(=O)c(C(=O)NCc2cccs2)nc2cccnc21,-5%[172 µM],-9%[87.6 µM],12,i,-22%[138 µM],-6%[87.6 µM],/
CCOC(=O)c1c(C)sc(-c2c(-c3ccc4c(c3)OCCO4)[nH]c3c2c(=O)n(C)c(=O)n3C)c1O,/,14%,9,/,/,1%,/
CCNC(=O)N(C)Cc1cccc(N2CCN(C(=O)c3c(Cl)cccc3Cl)CC2)c1F,?,/,-6,/,?,/,/
CN(Cc1n[nH]c2c1CCCC2)C(=O)c1ccc(CCC(C)(C)O)cc1,?,-14%,-9,-6%,-4%,-6%,13%
CCCCOc1ccc(C(=O)N2CCC[C@H]2c2nc(-c3ccc(OC)c(OC)c3)no2)cc1,?,-10%,16,i,?,-17%,-4%

# In a second layout: entries from further up.
# Fields: HEK293 tox | SNCA expr inh | IP6K1 inhibitor | GPT2 inhibitor | 3T3 cytotox | HEK293 viab | FLuc inh
CN(Cc1n[nH]c2c1CCCC2)C(=O)c1ccc(CCC(C)(C)O)cc1
    ? | -14% | -9 | -6% | -4% | -6% | 13%
CCCCOc1ccc(C(=O)N2CCC[C@H]2c2nc(-c3ccc(OC)c(OC)c3)no2)cc1
    ? | -10% | 16 | i | ? | -17% | -4%

# Single records, as listed above.
# `Cn1c(C(=O)N2CCN(c3ccccn3)CC2)nc2nc(-c3ccccc3)c(Cl)cc21` is listed with HEK293 tox: ?; SNCA expr inh: ?; IP6K1 inhibitor: 4; GPT2 inhibitor: 1%[88.5 µM]; 3T3 cytotox: ?; HEK293 viab: ?; FLuc inh: -5%[172 µM]
# `CC(=O)c1ccc(N2CCN(C(=O)c3nnn4c3COC(c3ccc(F)cc3)C4)CC2)cc1` (stereo not drawn) is listed with HEK293 tox: ?; SNCA expr inh: 2%; IP6K1 inhibitor: -18; GPT2 inhibitor: -1%; 3T3 cytotox: ?; HEK293 viab: -5%; FLuc inh: -6%

# Assay outcomes from PubChem.

# The list is partial. The share of hits here may be higher or lower than overall.
